From PubChem
Cardio protect = myocardial damage modulation in H9c2 cells | H9c2 cardiomyocytes, H2O2 injury protection, ATPLite, 2 h | protection from H2O2 cell death, % at 20 µM | actives 0.63% (n = 360,000);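 active = compounds giving at least 50% protection of heart cells from peroxide-induced death in the single-dose screen, raw or plate-pattern-corrected value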;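 also: 0% = DMSO wells with peroxide and 100% = DMSO wells without peroxide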
m5-HT2A agonist = agonists of mouse serotonin 5-HT2A receptor (HTR2A). CHO-K1 mHTR2A beta-arrestin complementation, luminescence; percent of 30 µM serotonin response. actives 0.66% (n = 360,000). activation, % at 7.6 µM. P35363. AID 624169;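 active = activation above a run cutoff, the mean activation of all tested compounds plus 3 SD, cut at about 14% in these data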;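 also: 0% = plate median of compound wells and 100% = 30 µM serotonin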
Target sequence (P35363 whole entry, looked up): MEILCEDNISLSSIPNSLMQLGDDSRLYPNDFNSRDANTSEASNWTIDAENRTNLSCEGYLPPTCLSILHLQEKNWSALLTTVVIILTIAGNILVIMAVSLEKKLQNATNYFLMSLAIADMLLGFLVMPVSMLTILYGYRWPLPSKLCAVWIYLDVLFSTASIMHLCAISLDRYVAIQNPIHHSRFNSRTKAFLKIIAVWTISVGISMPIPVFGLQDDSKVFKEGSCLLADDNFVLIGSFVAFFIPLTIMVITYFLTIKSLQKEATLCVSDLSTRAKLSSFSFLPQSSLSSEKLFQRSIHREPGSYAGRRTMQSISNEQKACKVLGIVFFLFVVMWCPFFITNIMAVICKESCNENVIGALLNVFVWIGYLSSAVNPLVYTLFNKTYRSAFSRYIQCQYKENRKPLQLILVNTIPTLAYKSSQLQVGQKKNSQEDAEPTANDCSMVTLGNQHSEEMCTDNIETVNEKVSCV
NOD2-RIPK2 inh = inhibitors of human NOD2-RIPK2 interaction; O43353; CHO BLA complementation NOD2-RIPK2, CCF4 ratio; inhibition, % at 4.98 µM; actives 0.38% (n = 360,000); AID 624267; in the data active = inhibition above about 21%;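 also: 0% = vehicle only and 100% = reference blocker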
MC4R antag cAMP = human MC4R antagonism in cAMP assay | MC4R-expressing cells, MTII-stimulated cAMP, LANCE TR-FRET | inhibition, % at 6.5 µM | actives 0.48% (n = 360,000) | AID 540295;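 active = inhibition above its plate's cutoff, the mean of tested wells on that plate plus 3 SD, cut at about 29% in these data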;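 also: 0% = Melanotan II alone and 100% = Melanotan II plus saturating MCL0020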
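material = U2OS cells stably expressing human melanocortin 4 receptor (MC4R) | also added = Melanotan II challenge | dosing = single nominal compound dose of 6.5 µM | detection = TR-FRET with Eu-cAMP and labeled anti-cAMP, 671 nm | replication = singlicate | timing = compound 30 min, challenge 1 h, detection 1 h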
ABHD5 PLIN5 PPI = ABHD5-PLIN5 protein interaction inhibition; Split G. princeps luciferase complementation, luminescence, 4 h; inhibition, % at 4 µM; actives 0.78% (n = 360,000);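 active = inhibition above the mean inhibition across every tested compound plus 3 SD, cut at about 22% in these data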;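 also: 0% = DMSO only wells and the 100% control is not disclosed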
N-glyco inh = blocks N-linked glycosylation in D54 reporter cells. D54 ERlucT glycosylation luciferase reporter, 24 h; percent of 100 nM tunicamycin response. reporter increase, % at 12.5 µM. actives 0.23% (n = 360,000). AID 588692;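 active = mean luciferase reporter signal, scaled so untreated is 0 and the glycosylation-blocking control 100, at or above a set limit in every replicate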;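 also: luciferase carries N-glycosylation sites so blocking glycosylation raises the light; 0% = median of neutral control wells and 100% = median of 100 nM tunicamycin wells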
ABCB6 inh MLPCN = blocks the human ABCB6 transporter; Q9NP58; AID 602162; fluorescence ratio to DMSO, % at 10 µM; actives 0.19% (n = 360,000); K562-ABCB6 porphyrin accumulation, flow cytometry, 1 h; stronger effect = lower value;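 active = fluorescence ratio to DMSO below 75%, the collection mean minus 3 SD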;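 also: signal is porphyrin accumulated inside mitochondria; 100% equals median channel fluorescence of DMSO control wells; lower ratio means ABCB6 inhibition with less porphyrin fluorescence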
SRC2 inh = human SRC2 (NCOA2) inhibition. Q15596. HEK293 GAL4-SRC2 luciferase reporter, luminescence. actives 0.17% (n = 370,000). inhibition, % at 9 µM;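 active = inhibition above the mean inhibition of all tested compounds plus 3 SD, set per campaign, cut at about 52% in these data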;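 also: 0% = DMSO treated cells and 100% = cells given Gossypol at 36 µM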
MC4R ag barr = agonists of human melanocortin 4 receptor (MC4R) beta-arrestin | P32245 | U2OS MC4R beta-arrestin complementation, luminescence; percent of melanotan II response, DMSO zero | activation, % at 8.9 µM | actives 0.98% (n = 360,000);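 active = activation above a per-plate cutoff, the mean activation of sample wells on that plate plus 3 SD, cut at about 8% in these data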
TLR9-MyD88 inh = inhibitors of human TLR9-MyD88 binding; Q9NR96+Q99836; CHO BLA complementation TLR9-MyD88, CCF4 FRET ratio; inhibition, % at 4.98 µM; actives 0.21% (n = 340,000); AID 504734;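 active = inhibition above the mean over all tested compounds plus 3 SD, cut at about 21% in these data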;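 also: 0% = DMSO only wells and 100% = clavulanate BLA inhibitor control wells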
* hit, by the source's call; / = not tested or not shown.

SMILES	Cardio protect	m5-HT2A agonist	NOD2-RIPK2 inh	MC4R antag cAMP	ABHD5 PLIN5 PPI	N-glyco inh	ABCB6 inh MLPCN	SRC2 inh	MC4R ag barr	TLR9-MyD88 inh
CCS(=O)(=O)c1ccc2oc(SCC(=O)NCCc3ccc(F)cc3)nc2c1	-1	5	-8	0	3	0	101	19	1.2	-1
Nc1nnc(SCC(=O)NNC(=O)c2ccc([N+](=O)[O-])cc2)s1	8	1	-3	4	8	1	103	-36	-1.6	-2
CCOC(=O)C1=CN(Cc2cccc(F)c2)S(=O)(=O)NC1c1cccc(OC)c1 (stereo not given)	-5	1	-14	0	-5	-3	105	7	-0.2	-3
O=C(CCCN1C(=O)/C(=C\c2cccs2)SC1=S)Nc1ccc(O)cc1C(=O)O	-1	-1	0	0	-12	0	93	30	-1.9	7
COc1ccccc1CNC(=O)COC(=O)CSc1ccc(Cl)cc1	0	-1	-4	-5	9	0	90	-12	0.1	2
COC(=O)CSc1nnc(CNc2ccc(Cl)cc2)n1-c1ccccc1	-4	-5	1	1	5	1	98	-5	1.0	-11
C#CC(CC)(CC)NC(=O)c1ccc(Br)s1	-3	0	0	12	-1	-2	95	20	-1.4	0
O=C(Cc1ccccc1)Nc1nccs1	-2	1	-6	8	-2	4	97	5	-0.8	7
Cc1csc(Nc2ccccc2)n1	-12	6	-1	2	-4	0	89	-46	-0.7	2
COc1cnn(-c2cccc(C(F)(F)F)c2)c(=O)c1Cl	3	2	-5	3	5	3	89	6	2.5	/
CN(CC(=O)NCc1ccccc1Cl)CC(=O)Nc1ccccc1Br	3	3	-3	0	-1	0	88	1	-2.5	-3
O=C(CSc1nnnn1-c1ccc2c(c1)CCC2)NCc1cccs1	-7	3	4	-8	14	0	93	-21	2.8	-9
O=C(Nc1ccc(Cl)cc1)N1CCC(c2nc(-c3cccs3)no2)CC1	-9	-3	5	6	0	2	79	-19	-1.5	8
CCCNC(=O)NCCC12CC3CC(CC(C3)C1)C2	-9	-1	-12	0	-4	-1	90	-25	-3.0	9
CC(c1ccccc1)N(NC(=O)C(O)(c1ccccc1)c1ccccc1)C(=O)c1ccccc1 (stereo not given)	0	2	-8	-3	-4	-10	82	11	-0.5	-10
CCCN(Cc1ccccc1)C(=S)Nc1cccc(C(F)(F)F)c1	-9	-1	-16	4	-3	-9	97	22	-0.1	-6
CC(C)c1nnc(SCC(=O)Nc2ccc3c(c2)OCO3)n1C	8	1	-14	7	-4	0	90	10	-1.2	-2
COc1ccc(C)cc1NC(=O)COC(=O)c1ccc2ccccc2n1	-7	10	-4	-2	4	-1	102	-38	-3.8	-4
CCN1CCN(c2ccc(NC(=O)c3ccc([N+](=O)[O-])o3)cc2Cl)CC1	-38	-5	31*	-6	0	-12	103	-26	-3.2	12
CC(C)COc1cccc(C(=O)Nc2cc(S(=O)(=O)N3CCOCC3)ccc2N2CCCC2)c1	7	6	-1	10	-4	1	97	18	-0.2	5
CCn1c(=O)n(CC)c2cc(S(=O)(=O)N3CCCCC3)c(C)cc21	-5	-4	3	-4	-3	5	106	-8	0.5	-2
NS(=O)(=O)c1ccc(CCNC(=O)c2cnccn2)cc1	-1	6	4	20	0	0	98	-5	-0.5	-2

13 compounds already listed, sorted by length of the SMILES, rising:
SMILES	Cardio protect	m5-HT2A agonist	NOD2-RIPK2 inh	MC4R antag cAMP	ABHD5 PLIN5 PPI	N-glyco inh	ABCB6 inh MLPCN	SRC2 inh	MC4R ag barr	TLR9-MyD88 inh
Cc1csc(Nc2ccccc2)n1	-12	6	-1	2	-4	0	89	-46	-0.7	2
O=C(Cc1ccccc1)Nc1nccs1	-2	1	-6	8	-2	4	97	5	-0.8	7
C#CC(CC)(CC)NC(=O)c1ccc(Br)s1	-3	0	0	12	-1	-2	95	20	-1.4	0
CCCNC(=O)NCCC12CC3CC(CC(C3)C1)C2	-9	-1	-12	0	-4	-1	90	-25	-3.0	9
NS(=O)(=O)c1ccc(CCNC(=O)c2cnccn2)cc1	-1	6	4	20	0	0	98	-5	-0.5	-2
COc1cnn(-c2cccc(C(F)(F)F)c2)c(=O)c1Cl	3	2	-5	3	5	3	89	6	2.5	/
CC(C)c1nnc(SCC(=O)Nc2ccc3c(c2)OCO3)n1C	8	1	-14	7	-4	0	90	10	-1.2	-2
O=C(CSc1nnnn1-c1ccc2c(c1)CCC2)NCc1cccs1	-7	3	4	-8	14	0	93	-21	2.8	-9
COc1ccc(C)cc1NC(=O)COC(=O)c1ccc2ccccc2n1	-7	10	-4	-2	4	-1	102	-38	-3.8	-4
CCn1c(=O)n(CC)c2cc(S(=O)(=O)N3CCCCC3)c(C)cc21	-5	-4	3	-4	-3	5	106	-8	0.5	-2
CCN1CCN(c2ccc(NC(=O)c3ccc([N+](=O)[O-])o3)cc2Cl)CC1	-38	-5	31*	-6	0	-12	103	-26	-3.2	12
CC(c1ccccc1)N(NC(=O)C(O)(c1ccccc1)c1ccccc1)C(=O)c1ccccc1 (stereo not given)	0	2	-8	-3	-4	-10	82	11	-0.5	-10
CC(C)COc1cccc(C(=O)Nc2cc(S(=O)(=O)N3CCOCC3)ccc2N2CCCC2)c1	7	6	-1	10	-4	1	97	18	-0.2	5

Some of the compounds tested, so the mix of outcomes need not match the whole.
